Integrin act MD = integrin-mediated muscular dystrophy alleviation activation | alpha7betagal myoblasts, beta-gal FDG fluorescence, 48 h | Potency, µM (top dose mostly 38.3 µM), inactives show at the highest dose activation, actives largely listed as activators | hit rate 0.064% among 350,000 | AID 624291;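 further: potency means the concentration at half of the fitted maximal effect; 100% = response of the positive control SU9516; nearly all actives have a fitted effect of over 60% in size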
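Alpha7betagal+/- myoblasts (passage 13) were plated 16-24 hr, then exposed to compounds (1:260 dilution of DMSO stock) for 48 hours at 37C. After MPER lysis, β-galactosidase reporter activity was read as FDG fluorescence (ex 480/em 540) after 30 minutes.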
Menin MLL FP TR = displaces Texas Red mutant MLL peptide from human menin | Menin + Texas Red MLL mutant peptide, fluorescence polarization | Potency, µM (titrated, usually from 61.6 µM), for inactives: at the top dose FP activity change, negative = inhibition, usual class: inhibitors | hit rate 0.23% among 270,000; active means well fitted inhibition curve with a large enough effect in the polarisation, with a control signal flat, not every such curve was filed as active; inconclusive means small, poorly fitted or top-dose-only effect, or effect the other way, or a change in a side signal; inactive means no such curve, though single readings can be large or run the other way; the % refers to the polarisation; further: potency means the concentration at half of the fitted maximal effect; % of control where 0% means no effect; many of its hits are not listed in these tables
S-ASM inh = inhibitors of human secretory acid sphingomyelinase; placental ASM, HMU-PC fluorogenic substrate, 60 min; Potency, µM (highest dose often 57.5 µM), inactives show at the top dose activity change, negative = inhibition, hits mostly inhibitors; hit rate 0.006% among 340,000; AID 504937; further: potency means the concentration at half of the fitted maximal effect
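qHTS format. ASM enzyme prepared from human placenta hydrolyses the fluorogenic substrate HMU-PC0 (9 uM final) over 60 min at 37 °C after a 10 min compound preincubation.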
AT treatment = potential ataxia-telangiectasia treatments restoring KAP-1 phosphorylation | […] A-T fibroblasts, KAP-1 phosphorylation AlphaLISA; neocarzinostatin DNA damage 30 min before lysis | hit rate 0.19% among 320,000 | Potency, µM (titrated, usually from 57.5 µM), without a hit: top-dose activation, usual class: activators; further: potency means the concentration at half of the fitted maximal effect; % of control where 0% means no effect; nearly all actives have a fitted effect of over 45% in size
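ATM-like activity read as KAP-1 phosphorylation via AlphaLISA donor/acceptor antibody pairs after lysis and 6 hr at 25C. Cells were ATM-null patient fibroblasts ([…], hTERT), dosed 60 min, then exposed to the DSB inducer NCS for 30 min.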
TCR act = T cell receptor activation; primary human leukocytes, anti-CD3, IL-2 HTRF, 48 h; Potency, µM (top dose mostly 9.22 µM), without a hit: at the highest dose activation of IL-2 secretion, usual class: activators; 330,000 tested, under 10 active; AID 504894; further: % of control where 0% means no effect
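Using a-CD3 beads without co-stimulation, primary human leukocytes were exposed to compounds for 48 hr. An HTRF IL-2 kit measured the cytokine, with europium-to-d2 energy transfer producing emission at 665nm upon 320nm excitation.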
CXXC DNA block = MLL CXXC-DNA interaction inhibition. MLL-CXXC / FITC-HOXA9 DNA fluorescence polarization. hit rate 0.037% among 290,000. Potency, µM (highest dose often 115 µM), inactives show top-dose activity change, negative = inhibition, actives largely listed as inhibitors. Q03164; active means well fitted inhibition curve with a large enough effect in the polarisation, with a control signal flat, not every such curve was filed as active; inconclusive means small, poorly fitted or top-dose-only effect, or effect the other way, or a change in a side signal; inactive means no such curve, though single readings can be large or run the other way; the % refers to the polarisation; further: potency means the concentration at half of the fitted maximal effect
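Fluorescence polarization: 7 uM MLL-CXXC (stock) preincubated 5 min with compounds, then 50 nM fluorescein-HOX-A9 DNA (stock) added; 30 min ambient. Buffer 50 mM Tris-HCl pH 7.5, 50 mM NaCl, 1 mM DTT, 0.05% BSA.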
PTAP TSG101 blk = blocks PTAP/TSG101 interaction to inhibit HIV-1 budding; Fluorescence polarization, FITC-PTAP peptide / Tsg101 binding; Potency, µM (top dose mostly 115 µM), for the others: at the top dose activity change, negative = inhibition, most hits filed as inhibitors; 340,000 tested, under 10 active; AID 493005; active means well fitted inhibition curve with a large enough effect in the main read-out, with a control signal flat, not every such curve was filed as active; inconclusive means small, poorly fitted or top-dose-only effect, or effect the other way, or a change in a side signal; inactive means no such curve, though single readings can be large or run the other way; further: potency means the concentration at half of the fitted maximal effect; % of control where 0% means no effect
Target sequence (Q99816 whole entry, looked up): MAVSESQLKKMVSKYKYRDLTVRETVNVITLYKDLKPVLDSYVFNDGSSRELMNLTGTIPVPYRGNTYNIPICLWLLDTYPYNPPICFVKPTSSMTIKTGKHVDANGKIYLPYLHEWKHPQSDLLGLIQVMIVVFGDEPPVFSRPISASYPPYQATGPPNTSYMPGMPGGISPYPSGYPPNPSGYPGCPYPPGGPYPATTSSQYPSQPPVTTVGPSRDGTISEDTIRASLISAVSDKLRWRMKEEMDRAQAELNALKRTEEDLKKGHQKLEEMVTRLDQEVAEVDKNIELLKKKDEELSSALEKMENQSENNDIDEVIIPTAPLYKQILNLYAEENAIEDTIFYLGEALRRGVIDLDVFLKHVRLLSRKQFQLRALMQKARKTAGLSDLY
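Tsg101 binding domain (10 uM final) was mixed with compound and a FITC-labeled PTAP peptide (50 nM final) in HEPES pH 7.5 buffer with NaCl, Tween 20, EDTA and TCEP; fluorescence polarization was read after 20 min at r.t.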
TSHR antag = antagonists of human thyroid stimulating hormone receptor | P16473 | TSHR-expressing cells, TSH-stimulated cAMP HTRF, 2 h; active compounds read low | activity change, negative = inhibition, % at 11.5 µM | hit rate 0.2% among 330,000 | AID 504810;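 active means activity change below a set negative limit, meaning inhibition stronger than a set level, cut at about -70% in these data; inconclusive means activity change between two set negative limits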; further: on the % scale 0 is the no-effect control and ±100 the full control effect
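TSHR-expressing cells were treated with compounds, then stimulated with TSH at EC80 (4nM final) for 2 hours at 37 deg C. Cellular cAMP was measured by HTRF competition between lysate cAMP and cAMP-d2 for a cryptate-labelled anti-cAMP antibody.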
Mito fusion yeast = mitochondrial division inhibition or fusion activation; S. cerevisiae fusion-defective mutant growth rescue, CellTiterGlo 48 h; Potency, µM (top dose mostly 46.1 µM), for the others: top-dose growth rescue (activation), actives largely listed as activators; hit rate 0.23% among 320,000;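 further: potency means the concentration at half of the fitted maximal effect; % of control where 0% means no effect; nearly all actives have a fitted effect of over 45% in size; temperature-sensitive fusion mutants such as fzo1-1 at 37 °C on non-fermentable ethanol glycerol medium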
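Temperature-sensitive fusion-defective S. cerevisiae (e.g. fzo1-1, mgm1-5) were grown with compound in YPEG medium (3% ethanol, 3% glycerol) for 48 hours at 37C. Growth rescue was measured as viability by CellTiterGlo luminescence after 10 minutes at ambient.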
MBNL1-CUG inh = blocks human MBNL1 binding to CUG repeat RNA; Potency, µM (top dose mostly 57.5 µM), inactives show at the top dose activity change, negative = inhibition, hits mostly inhibitors; Q9NR56; AID 2675; TR-FRET MBNL1-His/biotin-(CUG)12 binding, 665/545 ratio; hit rate 0.036% among 280,000; active means well fitted inhibition curve with a large enough effect in the signal ratio, with a control signal flat, not every such curve was filed as active; inconclusive means small, poorly fitted or top-dose-only effect, or effect the other way, or a change in a side signal; inactive means no such curve, though single readings can be large or run the other way; the % refers to the signal ratio; further: potency means the concentration at half of the fitted maximal effect; on the % scale 0 is the no-effect control and ±100 the full control effect
Target sequence (Q9NR56 whole entry, looked up): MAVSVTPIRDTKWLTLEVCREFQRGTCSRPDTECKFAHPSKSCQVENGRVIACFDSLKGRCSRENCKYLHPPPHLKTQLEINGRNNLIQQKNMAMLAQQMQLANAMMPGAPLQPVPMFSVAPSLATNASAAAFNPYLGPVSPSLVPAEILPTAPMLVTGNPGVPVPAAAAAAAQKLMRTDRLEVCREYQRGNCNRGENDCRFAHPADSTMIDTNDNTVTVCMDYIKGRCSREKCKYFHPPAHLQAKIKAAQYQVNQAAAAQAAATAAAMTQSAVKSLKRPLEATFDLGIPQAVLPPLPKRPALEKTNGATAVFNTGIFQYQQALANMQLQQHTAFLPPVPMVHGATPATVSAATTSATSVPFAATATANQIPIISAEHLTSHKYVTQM
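Compounds (final 92 nM to 58 uM) are added to His-tagged MBNL1 and biotin-(CUG)12, then terbium anti-His antibody and streptavidin-XL665 (5 nM final). After 60 min at room temperature, the 665/545 nm ratio is read.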
Active calls of the source: *; i = inactive; ? = inconclusive; · = not tested or not shown; [ ] = dose if it differs, or a comment. Unless noted, the call rests on the fitted dose curve; in most records, active means well fitted curve in the direction sought with a large enough effect; inconclusive means small, poorly fitted or top-dose-only effect, or another doubt; inactive means no such curve, though single readings can be large; an effect the other way counts as inactive or inconclusive.

SMILES | Integrin act MD | Menin MLL FP TR | S-ASM inh | AT treatment | TCR act | CXXC DNA block | PTAP TSG101 blk | TSHR antag | Mito fusion yeast | MBNL1-CUG inh
CCOC(=O)c1c(NC(=O)C2CCCO2)sc(C)c1C (stereo not drawn) | -25% | -4% | -1% | 1% | 0% | -6% | -3% | 12 | -8% | ·
O=C(NCc1ccc2c(c1)OCO2)C(=O)NCC(c1ccco1)N1CCN(c2ccccc2)CC1 (stereo not drawn) | ? | -1% | -1% | 8% | -3% | 27% | -2% | 18 | -4% | -8%
Cn1cccc1C(=O)OCC(=O)NCCc1ccc(S(N)(=O)=O)cc1 | 31% | · | 4% | 14% | -4% | · | -2% | -8 | · | ·
Cc1ccsc1/C=N/NC(=O)Cn1nc(C)c([N+](=O)[O-])c1C | ? | · | -5% | 3% | -2% | -1% | 1% | 1 | 6% | ·
CCCCOC(=O)CSC1=C(C#N)C(c2ccccc2OCC)C(C#N)C(=O)N1 (stereo not drawn) | 5% | ? | 9% | -11% | -4% | 16% | -5% | 24 | -3% | 13%
CC/C(C)=C1\SC(N2CCN(C(C)=O)CC2)=NC1=O | 22% | -14% | 7% | -1% | -2% | 2% | -1% | 18 | -2% | 0%
CN(C)CCCNC(=S)N(CCCN(C)C)Cc1cc2cc3c(cc2[nH]c1=O)OCO3 | 24% | 4% | 43%[activator] | -1% | · | 0% | -4% | 9 | -2% | -1%
CCN1C[C@@H]2[C@@H]3C(=O)N(C)C(=O)[C@@H]3[C@](C)(C1=O)N2C(=O)c1ccc(Br)cc1 | 0% | · | 1% | · | 0% | · | -6% | · | · | ·
CCOc1ccc(CCNC(=O)COC(=O)c2ccco2)cc1OCC | 0% | -1% | 2% | 0% | 1% | 5% | -10% | -5 | 2% | -3%
COC(=O)C1=C(C)N(Cc2ccc(OC)cc2)C(=O)C1 | -26%[7.66 µM] | -11% | 2% | 1% | · | 3% | 0% | 25 | 10% | -12%
Cc1cn(C(=O)CN2C(=O)c3ccccc3C2=O)c(C)n1 | -13% | 6% | 1% | 0% | 4% | 6% | -2% | 7 | -6% | 9%
CC(=O)Nc1c(C)ccc(S(N)(=O)=O)c1C | 11% | 2% | 5% | 2% | 11% | -17% | -1% | -2 | 0% | -6%
Cc1ccc(C(=O)Nc2ncc3c(n2)CC(c2ccco2)CC3=O)cc1 (stereo not drawn) | 10% | 5% | 3% | -6% | -2% | -7% | -3% | -6 | 7% | 3%
CN(C)C1=NC[C@H](Cc2ccccc2)N1CCCCc1ccccc1 | -35% | · | 1% | 7% | 2% | · | -3% | -3 | -7% | ·
CC(=C/c1ccc(C(C)C)cc1)/C=N/NC(=O)c1ccncc1 | 22% | 10% | -2% | -1% | 1% | -2% | -9% | -27 | 10% | ·
CCn1c(=O)c(C(=O)NNC(=O)c2ccccc2F)c(O)c2ccccc21 | 14% | ? | 0% | -2% | -9% | 43%[activator] | -11% | -21 | 2% | -4%
C[C@H]1CN([C@@H](C)CO)C(=O)c2cccc(NC(=O)Nc3ccc(C(F)(F)F)cc3)c2O[C@@H]1CN(C)Cc1ccc(Cl)c(Cl)c1 | -1% | · | ? | 0% | -3% | · | -6% | -3 | · | ·
O=C(O)c1ccc(/C=N/NC(=O)c2ccc(CN3c4cccc5cccc(c45)S3(=O)=O)cc2)cc1 | 13% | · | 6% | -1% | -3% | -23% | -9% | -2 | 14% | 12%
Oc1ccc(C[C@H]2CNC(=S)N2CC2CCCN2C[C@H](Cc2ccc(O)cc2)N2C[C@H](Cc3ccccc3)N(CC3CCCCCC3)C2=S)cc1 (stereo partly drawn) | -24% | · | ? | · | -7% | · | -5% | · | · | ·
COc1ccc(NC(=O)CCC(=O)N2CCN(S(=O)(=O)c3ccc(C)cc3)CC2)c(OC)c1 | 0% | · | · | -4% | -3% | · | -5% | -1 | 0% | ·
COc1ccc(CCNC(=O)CCS(=O)(=O)c2cccc3nsnc23)cc1OC | -14% | 17% | -1% | 6% | 4% | 2% | -6% | 4 | -1% | ?
Oc1ccc(-c2onc3ccc(Cl)cc23)cc1 | 14% | ? | 2% | · | -2% | ? | 0% | 6 | 8% | 13%
CCOC(=O)c1cccc(NC(=O)CSc2nnc(COc3ccccc3C)o2)c1 | 9% | -2% | -1% | -6% | -2% | 3% | -3% | -35 | 4% | 3%
COc1cccc(-c2nnc(N(C)C(=O)C3CCOC3)s2)c1 (stereo not drawn) | 16% | 0% | -2% | 5% | 3% | -4% | -6% | -2 | 2% | -7%

Part of the list above, limited to AT treatment and PTAP TSG101 blk:
smiles	AT treatment	PTAP TSG101 blk
Oc1ccc(-c2onc3ccc(Cl)cc23)cc1	·	0%
CCOC(=O)c1cccc(NC(=O)CSc2nnc(COc3ccccc3C)o2)c1	-6%	-3%
COc1cccc(-c2nnc(N(C)C(=O)C3CCOC3)s2)c1 (stereo not drawn)	5%	-6%

(cont.)
SMILES | Integrin act MD | Menin MLL FP TR | S-ASM inh | AT treatment | TCR act | CXXC DNA block | PTAP TSG101 blk | TSHR antag | Mito fusion yeast | MBNL1-CUG inh
O=C/C=C/c1coc2ccc3ccccc3c2c1=O | -27% | · | 1% | -7% | -1% | 53%[activator] | -7% | -3 | -1% | -5%
COc1ccc(CNS(=O)(=O)c2ccc3c(c2)CC(C)N3C(=O)C2CC2)cc1 (stereo not drawn) | -17% | 4% | -4% | 6% | 1% | 3% | 0% | -28 | -6% | -4%
CCN(CC)S(=O)(=O)c1ccc(NC(=O)CC(NC(C)=O)c2ccccc2)cc1 (stereo not drawn) | 6% | 7% | 3% | -2% | -12% | -1% | -8% | 3 | -3% | -4%
Cc1ccc(S(=O)(=O)N2CCN(C(=O)COC(=O)/C=C/c3ccc(F)cc3)CC2)c(C)c1 | -12% | · | -3% | -2% | 1% | · | -10% | -2 | 6% | ·
CC(C)Oc1ccc(C(=O)N(CN2CCCC2=O)c2ccc(F)cc2)cc1 | -2%[7.66 µM] | -3% | 2% | · | 10% | 4% | -2% | 9 | 0% | -1%
COc1ccc(CNC(=O)CN(C(=O)CCC(=O)Nc2nccs2)c2cccc(C)c2)cc1 | -28% | -5% | -1% | -4% | -3% | -1% | -5% | -4 | 0% | -1%
Clc1nc2ccccc2cc1-c1nnn(-c2ccccc2)n1 | -5% | 28% | -1% | 8% | -4% | -7% | 0% | -3 | -3% | -5%
COc1ccc(-c2nc(C3CCCCC3)c3cc(OC)ccc3n2)cc1 | 38% | · | 39%[activator] | 2% | -4% | · | 1% | -6 | 6% | ·
CCOC(=O)C1=C(C)N(C)C(=S)NC1c1ccccc1Cl (stereo not drawn) | 2% | -13% | -2% | 7% | 0% | 1% | -5% | -7 | 0% | 2%
N#Cc1cccc(NC(=O)c2nc(-c3ccccc3)n(-c3ccccc3)n2)c1 | -28% | -2% | -2% | 7% | -4% | -6% | -4% | -12 | 29% | -2%
C[C@H](NC(=O)c1nc[nH]c1C(=O)N1CCN(C(=O)OC(C)(C)C)CC1)c1ccccc1 | 5% | · | 3% | 2% | 9% | · | · | 33 | -4% | ·
CC(C)CNC(=S)NNC(=O)c1ccc2c(c1)OCO2 | 19% | · | -1% | 2% | -4% | 13% | 1% | 8 | -1% | -4%
Cc1ccc(-c2cc3nc(-c4ccccc4)cc(N)n3n2)cc1 | 20% | ? | 84%[activator] | · | -5% | 12% | -3% | 7 | 6% | ?
COc1ccc(-c2c(C)[nH]n3c(=O)c(Cc4ccccc4)c(C)nc23)cc1 | -32% | 2% | 3% | -3% | 1%[46.1 µM] | -3% | 0% | 11 | 12% | -10%
CCN1CCN(CC(=O)N2c3ccccc3Sc3ccccc32)CC1 | 11% | -17% | -3% | -1% | 8% | 14% | -3% | -5 | -16% | -5%
Cc1ccc(NC(=S)N2CCC(NC(=O)c3ccco3)CC2)cc1C | 10% | 0% | 3% | -6% | 1% | 0% | -1% | -5 | -6% | 5%
O=C(c1cc(S(=O)(=O)N2CCOCC2)c(Cl)cc1Cl)N1CCCCC1CO (stereo not drawn) | -15% | · | 6% | 9% | -3% | 2% | 4% | -11 | -1% | -3%
CCCn1nc(NC(=O)CC(C)C)c2cc3cccc(C)c3nc21 | ? | -8% | i | 26% | · | 7% | -10% | -1 | · | ·

Screens deposited in PubChem by National Center for Advancing Translational Sciences (NCATS).

An excerpt (hit frequency here may not be typical).
